Screens as filed in PubChem.
TCR CD3 inh = inhibitors of human TCR-CD3 interaction; hit rate 0.37% among 360,000; inhibition, % at 9.4 µM; AID 651800; TAMRA-labeled TCR probe fluorescence, biochemical; in the data active means inhibition above about 19%;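 further: recombinant mutant TCR 2C K166C tagged with TAMRA read by polarization; 0% = receptor in buffer alone and 100% = receptor with positive control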
mABHD4 FP = ABHD4 (mouse) inhibition, primary FP screen | hit rate 0.54% among 370,000 | Q8VD66 | inhibition, % at 8.92 µM | purified mABHD4, FP-Rh probe fluorescence polarization;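 active means inhibition exceeding the mean over every tested compound plus 3 SD, cut at about 30% in these data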;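 further: 0% = plate median of compound wells and 100% = S159A mutant with DMSO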
Target sequence (Q8VD66 whole entry, looked up): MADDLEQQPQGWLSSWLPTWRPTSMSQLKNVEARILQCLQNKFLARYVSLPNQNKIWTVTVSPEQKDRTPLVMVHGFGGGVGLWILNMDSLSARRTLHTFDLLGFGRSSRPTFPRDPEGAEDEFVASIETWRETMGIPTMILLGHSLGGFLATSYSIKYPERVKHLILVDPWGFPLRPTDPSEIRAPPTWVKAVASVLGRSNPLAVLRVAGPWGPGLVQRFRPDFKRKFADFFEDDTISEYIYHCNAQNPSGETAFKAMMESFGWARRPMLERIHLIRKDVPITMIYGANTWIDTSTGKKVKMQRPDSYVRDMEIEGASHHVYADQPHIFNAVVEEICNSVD
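Assay system: mouse ABHD4 enzyme, wild type / Also added: fluorescent activity-based probe FP-Rh / Doses: single nominal dose of 8.92 µM, 0.89% DMSO final / Timing: 45 min compound pre-incubation plus 60 min probe step, 25 °C / Signal: FP readout, ex 525 nm / em 598 nm / Control set: S159A mutant/DMSO as 100%, compound-well median as 0%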
rCAG binder = binds r(CAG) RNA repeats; r(CAG) RNA repeat, TO-PRO-1 dye displacement fluorescence; inhibition, % at 3 µM; hit rate 1.3% among 370,000; AID 651821;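 active means inhibition above the plate cutoff, the mean of all test compounds on that plate plus 3 SD, cut at about 35% in these data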;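 further: 0% = DMSO alone and 100% = 100 µM mitoxantrone as full dye displacement; higher means more dye released from RNA so lower well fluorescence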
HTRA1 inh = blocks human HTRA1 serine peptidase | Q92743 | recombinant HTRA1, FP-rhodamine activity-based probe, fluorescence polarization | inhibition, % at 5.96 µM | hit rate 0.5% among 340,000 | AID 504803; in the data active means inhibition above about 36%;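 further: 0% = enzyme with DMSO and 100% = wells lacking enzyme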
UHRF1 MBD2 ctr = human UHRF1 methylated DNA binding inhibitors; hit rate 0.75% among 370,000; inhibition, % at 4.4 µM; UHRF1 binding to methylated oligo, TR-FRET; AID 687016; in the data active means inhibition above about 21%;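 further: UHRF1 SRA domain binding a hemimethylated CpG hairpin DNA probe; 0% = median of test compound wells and 100% = reference inhibitor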
LEDGF integ inh = blocks HIV-1 LEDGF/p75-dependent DNA integration; TR-FRET IN-LEDGF/p75 DNA integration, Eu/Cy5; inhibition, % at 3.7 µM; hit rate 0.64% among 370,000;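 active means inhibition above the screen-wide mean plus 3 SD, cut at about 13% in these data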;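 further: signal is the Cy5 over europium emission ratio at 671 and 618 nm; 0% = plate median of compound wells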
PRMT1 FP inh = blocks human protein arginine methyltransferase 1; Q99873; recombinant PRMT1, activity-based probe fluorescence polarization; inhibition, % at 2.79 µM; hit rate 1.3% among 370,000; AID 652257;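 active means inhibition above about 21% made by adding two undisclosed values, limit read from the data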
PG9 Ab binder = small molecules binding HIV-1 gp120 antibody PG9; inhibition, % at 6.7 µM; TR-FRET gp120-PG9 antibody binding; hit rate 0.43% among 360,000; in the data active means inhibition above about 8.5%
Rev-erbA mod = Rev-erb alpha (human) modulation. hit rate 0.79% among 370,000. P20393. Rev-erbα–FITC-DNA binding, fluorescence polarization, 90 min. activity, % at 10 µM;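 active means activity above about 14%, limit read from the data; passing the limit was not always enough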;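 further: 0% = DMSO wells with 35 nM protein and 100% = DMSO wells with 750 nM protein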
Target sequence (P20393 whole entry, looked up): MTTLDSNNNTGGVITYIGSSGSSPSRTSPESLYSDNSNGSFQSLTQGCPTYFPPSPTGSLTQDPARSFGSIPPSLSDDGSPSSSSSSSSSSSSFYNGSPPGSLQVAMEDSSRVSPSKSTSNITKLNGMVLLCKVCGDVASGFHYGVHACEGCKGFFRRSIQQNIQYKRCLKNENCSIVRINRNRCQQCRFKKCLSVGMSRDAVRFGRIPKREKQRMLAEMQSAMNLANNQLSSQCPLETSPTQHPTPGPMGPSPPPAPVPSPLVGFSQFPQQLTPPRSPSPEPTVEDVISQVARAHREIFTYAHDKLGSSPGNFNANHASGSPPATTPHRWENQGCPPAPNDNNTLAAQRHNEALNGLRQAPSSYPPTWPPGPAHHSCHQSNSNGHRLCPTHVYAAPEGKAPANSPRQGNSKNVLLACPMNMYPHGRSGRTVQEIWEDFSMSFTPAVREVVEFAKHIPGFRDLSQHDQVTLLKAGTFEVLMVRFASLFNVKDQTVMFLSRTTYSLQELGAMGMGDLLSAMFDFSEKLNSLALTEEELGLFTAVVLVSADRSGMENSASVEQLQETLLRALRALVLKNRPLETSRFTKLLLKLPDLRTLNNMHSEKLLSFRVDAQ
MBD2 inh = inhibitors of human MBD2 binding to methylated oligonucleotide; inhibition, % at 4.4 µM; TR-FRET; AID 686964; hit rate 0.31% among 370,000; in the data active means inhibition above about 13%
* = called active by the depositor; . = no result given. The list is partial; count on the stated rates, not on these rows.

mol,TCR CD3 inh,mABHD4 FP,rCAG binder,HTRA1 inh,UHRF1 MBD2 ctr,LEDGF integ inh,PRMT1 FP inh,PG9 Ab binder,Rev-erbA mod,MBD2 inh
CC/C(O)=C1\C(=O)CC(c2ccccc2)CC1=NC(C)C (configuration not stated),1.9,1.6,-1.6,9.9,-2.2,-1.1,-2.0,-2.2,1.3,-4.4
Cc1nc(C)c(C(=O)C2=C(O)C(=O)N(CCN3CCOCC3)C2c2cccs2)s1 (configuration not stated),11.2,1.2,1.6,0.6,-4.0,-1.1,2.6,3.9,1.2,1.0
COCCNC(=O)/C(C#N)=C/c1ccc2c(c1)OCO2,-3.3,1.3,1.6,1.9,7.9,-4.1,1.0,-2.1,8.3,2.0
CCN=C1SC(C(=O)Nc2ccc(OCC)cc2)CC(=O)N1CC (configuration not stated),-5.8,0.9,-4.0,.,1.9,-2.4,3.4,1.2,4.2,1.2
CN(C)CCNC(=O)c1nn(C)c2c1CCc1ccccc1-2,-8.1,3.8,-3.3,1.8,-0.3,-0.8,-0.4,-0.8,-2.0,4.4
COc1ccccc1NC(=S)NCCN1CCOCC1,-5.0,-2.2,0.5,-3.1,1.8,0.3,-4.5,-2.3,1.2,-0.1
O=C(Nc1ccc(F)c(Cl)c1)C1CCCN(C2=NS(=O)(=O)c3ccccc32)C1 (configuration not stated),3.2,-5.4,5.6,-9.3,2.4,-0.1,1.4,-1.2,12.3,-1.6
CN1CCC(OC(=O)c2ccc(Cl)cc2Cl)CC1,2.7,-2.1,0.8,-2.8,0.0,0.2,-2.9,-0.8,1.9,2.0

Brought forward from above: two compounds, then new ones.
mol,TCR CD3 inh,mABHD4 FP,rCAG binder,HTRA1 inh,UHRF1 MBD2 ctr,LEDGF integ inh,PRMT1 FP inh,PG9 Ab binder,Rev-erbA mod,MBD2 inh
O=C(Nc1ccc(F)c(Cl)c1)C1CCCN(C2=NS(=O)(=O)c3ccccc32)C1 (configuration not stated),3.2,-5.4,5.6,-9.3,2.4,-0.1,1.4,-1.2,12.3,-1.6
CN1CCC(OC(=O)c2ccc(Cl)cc2Cl)CC1,2.7,-2.1,0.8,-2.8,0.0,0.2,-2.9,-0.8,1.9,2.0
COC(=O)c1sc(NC(=O)C(C)c2ccccc2)nc1C (configuration not stated),5.7,-2.3,1.0,-0.3,-1.6,0.2,-1.1,-0.9,-1.2,3.8
COc1ccc(/C=C/C(=O)NC(=S)N2CCOCC2)cc1,3.8,-0.9,-1.9,10.2,-4.8,6.4,-4.0,-0.2,-1.1,-4.0
C=CCNc1nc(Nc2ccc([N+](=O)[O-])cc2)nc(N2CCCC2)n1,3.5,1.3,2.2,-3.1,-3.8,0.5,-3.7,-1.5,0.2,-4.9
Cc1cnc([N+](=O)[O-])n1CCOC(=O)NC(=O)c1ccc(F)cc1,5.2,-3.6,-1.7,1.4,0.9,0.5,-5.9,-0.7,-6.9,-5.8
CC(CN1CCN(Cc2ccccc2)CC1)c1ccccc1 (configuration not stated),-7.2,29.5*,-6.9,-2.6,-1.2,-0.2,2.7,-0.8,5.1,1.7
O=Nc1c2cc3ccccc3[nH]c-2c2ccccc12,3.8,-23.9,18.2,-39.2,-3.7,-1.6,0.0,0.7,1.6,-2.2
COc1ccc(/C=N/NC(=O)c2sccc2OCc2ccc(F)cc2)cc1OC,9.9,5.0,0.2,-8.9,0.5,-0.7,1.4,0.9,2.2,5.5
C=CCN(C(=O)CSc1nc2[nH]ncc2c(=O)n1-c1ccccc1OC)c1ccccc1,2.6,-2.4,-0.3,1.9,3.7,-0.4,2.5,-0.8,-3.4,-1.0
COc1cc(C(c2sc3nc(C)nn3c2O)N2CC(C)CC(C)C2)cc(OC)c1OC (configuration not stated),4.4,1.6,-1.0,0.5,2.6,-2.0,0.3,-0.6,-5.4,1.1
c1ccc2c(c1)oc1c(NCCCn3ccnc3)ncnc12,-0.8,2.1,2.1,1.9,6.3,1.6,-2.3,0.4,1.8,0.0
N/C(=N\OC(=O)CCCOc1ccccc1)c1ccncc1,-2.0,-9.0,-3.5,5.7,-2.4,5.0,2.3,-1.4,-0.9,-1.2
O=C(C1CCC(=O)N(C2CCCC2)C1)N1CCN(c2ccc(Cl)cc2)CC1 (configuration not stated),4.2,-6.1,1.1,-5.8,-0.1,-2.8,-3.5,-3.0,-2.5,-1.9
CCCCN1C(=O)C(=O)N(c2ccccc2)C1=S,-5.1,-3.9,-0.3,2.0,-1.6,0.4,-5.2,-0.3,-0.9,1.7
Cc1ccc(C(=O)Nc2ccccc2C(=O)N2CCCC(C)C2)cc1 (configuration not stated),8.9,6.1,-5.8,4.3,-0.7,-2.2,-2.9,-2.2,2.7,-1.6
COc1ccc(C(=O)N/C(=C/c2ccco2)C(=O)NCc2ccco2)cc1,-5.8,1.4,11.3,-2.2,2.6,9.2,24.6*,-0.6,5.3,-0.8
O=c1[nH]nc(N=Nc2c(O)[nH]c3ccc(F)cc23)c(=O)[nH]1,12.3,2.6,1.1,-1.1,0.6,1.0,-2.4,-8.7,8.1,-9.8
CCc1nnc(NC(=O)c2ccc3c(=O)n4c(nc3c2)CCCCC4)s1,1.9,3.6,2.9,-1.2,-0.6,0.2,2.2,0.4,-0.8,3.0
COc1ccc(/C=C/C(=O)Nc2cccc(S(=O)(=O)N3CCCC3)c2)cc1OC,-2.6,-25.3,5.8,-17.1,-4.5,3.8,-3.6,-0.1,2.7,-3.1
Cc1cc(C)cc(-n2c3nc4ccccc4nc3c3c(=O)n(Cc4ccco4)cnc32)c1,-3.3,-17.5,24.2,-25.8,1.8,1.5,51.6*,2.7,4.1,1.2
CCCn1cc(CN2CCc3ccc(NC(=O)C4CCCO4)cc3C2)c(C)n1 (configuration not stated),1.6,-2.1,-1.9,-1.9,-3.0,2.3,-4.4,-1.2,-2.2,0.4
CCNC(=O)c1cc(Br)ccc1Cl,2.2,-0.5,-1.9,-2.5,-1.6,1.0,-0.4,-1.1,0.3,-2.7
O=C(CSc1nnnn1C1CCCCC1)NCc1ccc2c(c1)OCO2,-2.5,9.0,-5.7,5.6,0.4,-0.7,-0.3,0.5,0.5,4.3
O=C(COc1coc(CN2CCc3ccccc3C2)cc1=O)Nc1cccc([N+](=O)[O-])c1,12.1,6.5,6.0,-1.1,-0.5,0.7,1.8,1.2,3.8,-7.3
CN1CCN(S(=O)(=O)c2ccc(Oc3ccc(Br)cc3F)nc2)CC1,0.0,25.9,-3.8,-6.3,0.3,-3.3,3.9,2.3,-7.1,4.3

Part of the list above, showing only TCR CD3 inh and MBD2 inh:
Compound | TCR CD3 inh | MBD2 inh
CCc1nnc(NC(=O)c2ccc3c(=O)n4c(nc3c2)CCCCC4)s1 | 1.9 | 3.0
Cc1cc(C)cc(-n2c3nc4ccccc4nc3c3c(=O)n(Cc4ccco4)cnc32)c1 | -3.3 | 1.2
CCNC(=O)c1cc(Br)ccc1Cl | 2.2 | -2.7

Going on with the list:
mol,TCR CD3 inh,mABHD4 FP,rCAG binder,HTRA1 inh,UHRF1 MBD2 ctr,LEDGF integ inh,PRMT1 FP inh,PG9 Ab binder,Rev-erbA mod,MBD2 inh
CCOc1ccc(N(C)c2ccc(/C=C3/SC(=S)NC3=O)cc2)cc1,-16.3,-65.8,18.5,-12.3,5.2,1.2,-2.6,0.6,17.4,-1.4
Cc1ccc(S(=O)(=O)N2CCOC2C(Cl)(Cl)Cl)cc1 (configuration not stated),-7.1,-7.2,-3.1,-4.2,0.2,-4.8,6.3,-1.6,8.3,4.9
Cc1c(Br)c([N+](=O)[O-])nn1CC(=O)Nc1ccc(C(N)=O)cc1,2.6,3.3,0.1,-3.3,0.4,-0.6,-3.5,-0.6,0.5,0.5
CC(C)CN(C(=O)Cn1ccccc1=O)C1CCS(=O)(=O)C1 (configuration not stated),-3.5,-20.6,3.5,-2.0,3.5,-5.5,5.3,1.8,2.9,9.0
CN(Cc1cccc2ncccc12)C(=O)CC1C(=O)NCCN1Cc1ccc(F)cc1 (configuration not stated),5.3,-2.3,2.6,-3.5,2.8,-1.4,8.0,-1.5,-4.1,0.2
Cc1ccc(Cc2c(-c3ccc(F)cc3)nc3cc(C)ccn23)cc1,7.1,-1.6,-1.2,-35.6,20.3,1.2,-1.2,0.4,-0.2,10.0
NC(=O)C1CCN(S(=O)(=O)c2ccc3c(c2)OCCO3)CC1,-4.1,3.9,-2.2,0.8,1.8,-5.7,2.4,-0.4,-2.9,3.9
CCn1c(=O)n(Cc2ccco2)c(=N)c2c3c(sc21)COC(C)(C)C3,6.0,5.5,-5.5,0.7,2.0,0.0,0.1,1.0,0.3,3.7
O=C(Nc1ccc(F)cc1)c1cc(S(=O)(=O)N2CCOCC2)cs1,-2.5,0.1,-6.2,-2.9,0.8,-3.7,1.5,0.7,-2.5,5.0
CCn1ncc(C(=O)Nc2cc(C)on2)c1C,3.0,-0.8,-0.1,5.6,-2.7,2.2,-2.1,-2.2,-0.8,-1.3
COc1ccc(N(CC(=O)NCCC2=CCCCC2)S(=O)(=O)c2ccccc2)c(OC)c1,4.7,-1.7,0.9,-4.8,-2.0,0.5,-4.3,1.4,-8.4,-2.2
Cc1ccccc1OCC(=O)Nc1ccc2c(c1)OCO2,-3.1,4.9,0.0,-5.4,3.8,-4.0,-2.1,0.9,1.0,-2.4
CCOc1ccc(NC(=O)CSc2nnc(CCNC(=O)c3ccc(OC)cc3)n2CC)cc1,-6.3,-3.0,-5.3,5.0,7.1,-0.5,0.4,0.9,-4.2,-0.2
N#CCC1c2ccccc2CCN1C(=O)Nc1cccc(C(F)(F)F)c1 (configuration not stated),8.2,-6.7,-3.0,-7.3,-1.1,-1.8,-2.2,-2.6,1.6,-3.0
NC(N)=NC(N)=Nc1ccccc1,-1.0,-4.1,-0.2,8.4,-0.8,-1.9,-0.4,1.1,-3.8,-4.1
O=C(Nc1ccn(CCCNCCc2ccccn2)c(=O)n1)OCc1ccccc1,0.7,-12.6,5.7,5.0,3.1,-4.3,9.8,-0.7,1.4,8.7
COC(=O)Oc1nsnc1N1CCOCC1,-2.1,-2.1,1.3,-6.7,7.7,2.8,81.4*,-0.7,.,-2.1
